NadD block = inhibitors of Staphylococcus aureus NadD. inhibition, % at 20 µM. AID 602399. purified NadD enzyme, colorimetric absorbance read-out. 360,000 compounds, 0.78% hits; in the data active means inhibition above about 26%; further: some compounds past the cut are filed as inactive
MT1-MMP act inh = inhibitors of human MT1-MMP activation; HT1080 RFP-PRO-GFP cells, GFP/RFP ratio fluorescence, overnight; percent of plate control window, DMSO zero; P50281; GFP/RFP ratio change, % at 20 µM; AID 651647; 360,000 compounds, 0.061% hits;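 active means GFP/RFP ratio change of at least 30% with cell ATP level not reduced by more than half and red fluorescence within 50% of control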; further: strong numbers were not always called active
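system = RFP-PRO-GFP reporter HT1080 cells | dosing = 20 µM single dose, 1% DMSO | timing = overnight cell settling, then overnight compound exposure, 37 °C, 5% CO2 | read-out basis = GFP/RFP fluorescence ratio | controls = DMSO and RFP-L50D-GFP cell wells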
Rin1 Abl inh = blocks binding of human Rin1 to Abl; P00519+Q13671; TR-FRET Rin1/Abl binding, biochemical; inhibition, % at 7.35 µM; 360,000 compounds, 0.4% hits; AID 588664; in the data active means inhibition above about 5%, passing the limit was not always enough
Rpn11 inh = inhibitors of human proteasome Rpn11; O00487; human 26S proteasome, Ub4-pepOG fluorescence polarization; 20S core pre-blocked with epoxomicin; calls only at 20 µM; 360,000 compounds, 0.59% hits; AID 588493;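 active means inhibition at 20 µM, scaled to each plate's controls, above about 33%, limit read from the data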
FAS-TE inh = FAS thioesterase (human) inhibition; P49327; recombinant FAS-TE, OMFH fluorogenic substrate, fluorescence endpoint; inhibition, % at 15 µM; 360,000 compounds, 0.67% hits;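 active means compounds whose normalised, plate-corrected inhibition of enzyme fluorescence in the single-dose primary screen is 50% or more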;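 further: 0% = DMSO with enzyme and 100% = substrate without enzyme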
SKN-1 inh = inhibitors of C. elegans SKN-1. C. elegans VP596 Pgst-4::GFP/RFP ratio, acrylamide-induced, 24 h. inhibition, % at 21.8 µM. 360,000 compounds, 0.49% hits. AID 624304;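 active means interference check ratio from 0.5 to 1.5 plus GFP to RFP signal ratio inhibition reaching or exceeding a fixed threshold, cut at about 30% in these data, passing the limit was not always enough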; further: some compounds called inactive have numbers as strong as hits
Neddylation inh = blocks human cullin neddylation. TR-FRET cullin neddylation, biochemical. AID 651699. 360,000 compounds, 0.58% hits. P61081+Q13564. calls only at 25 µM; in the data active means inhibition above about 36%
Target sequence (P61081 whole entry, looked up): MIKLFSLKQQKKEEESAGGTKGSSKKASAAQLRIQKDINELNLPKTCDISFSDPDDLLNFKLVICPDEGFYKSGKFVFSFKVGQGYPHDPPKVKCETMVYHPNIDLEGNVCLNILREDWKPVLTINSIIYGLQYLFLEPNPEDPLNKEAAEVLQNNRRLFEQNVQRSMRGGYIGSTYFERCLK
Target sequence (Q13564 whole entry, looked up): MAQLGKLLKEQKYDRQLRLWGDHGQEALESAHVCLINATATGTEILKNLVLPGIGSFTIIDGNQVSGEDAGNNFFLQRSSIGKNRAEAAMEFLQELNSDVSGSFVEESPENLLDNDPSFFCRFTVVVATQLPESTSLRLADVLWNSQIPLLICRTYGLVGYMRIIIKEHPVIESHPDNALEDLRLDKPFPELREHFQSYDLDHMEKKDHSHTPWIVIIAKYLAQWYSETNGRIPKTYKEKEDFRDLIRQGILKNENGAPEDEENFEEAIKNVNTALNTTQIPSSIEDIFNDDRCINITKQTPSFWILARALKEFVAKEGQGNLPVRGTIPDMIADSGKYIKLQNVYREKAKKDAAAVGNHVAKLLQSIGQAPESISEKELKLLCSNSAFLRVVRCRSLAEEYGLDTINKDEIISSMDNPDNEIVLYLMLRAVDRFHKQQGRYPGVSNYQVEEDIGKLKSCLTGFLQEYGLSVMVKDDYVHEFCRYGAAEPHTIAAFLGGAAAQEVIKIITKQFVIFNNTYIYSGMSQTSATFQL
MLLE-PAM2 inh = inhibitors of microRNA-mediated deadenylation, human PABP1 MLLE binding; inhibition, % at 20 µM; GST-MLLE / FITC-PAM2 fluorescence polarization; 360,000 compounds, 0.36% hits; in the data active means inhibition above about 35%, passing the limit was not always enough;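 further: plate controls were DMSO wells with GST-MLLE for no effect and wells lacking GST-MLLE protein for full effect; some results filed as inactive read as strong as hits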
CSN inh = inhibitors of human CSN-mediated cullin deneddylation; Q92905; Purified CSN, SCF-Nedd8-OG deneddylation, fluorescence polarization; inhibition, % at 12.5 µM; 360,000 compounds, 0.38% hits; AID 651999;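 active means pattern-corrected inhibition above about 35%, with an unprinted fluorescence ratio check between 0.5 and 1.5, limit read from the data, passing the limit was not always enough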;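 further: 0% = enzyme with substrate and 100% = substrate without enzyme; some results filed as inactive read as strong as hits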
Target sequence (Q92905 whole entry, looked up, one chain of several): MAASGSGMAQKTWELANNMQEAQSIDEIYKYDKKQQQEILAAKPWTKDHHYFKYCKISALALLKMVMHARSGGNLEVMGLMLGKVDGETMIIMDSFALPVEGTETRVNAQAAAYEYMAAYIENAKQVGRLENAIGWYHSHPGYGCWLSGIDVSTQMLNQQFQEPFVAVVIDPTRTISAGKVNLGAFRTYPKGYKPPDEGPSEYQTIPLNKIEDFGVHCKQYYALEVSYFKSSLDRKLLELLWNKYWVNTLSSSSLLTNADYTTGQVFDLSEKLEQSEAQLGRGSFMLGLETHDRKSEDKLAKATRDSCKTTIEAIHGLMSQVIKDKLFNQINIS
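Detection – fluorescence polarization · System – HEK293T-derived human Csn5 enzyme · Controls – substrate-only high control, full reaction low control · Timing – 90 min, room temperature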
* marks the source's active call; other numbers are inactive results. This is a random part of the collection; overall some 3.9% were active at least once.

Start of the listing, in advance, 4 compounds:
COc1ccc(S(=O)(=O)N(C)C[C@@H]2OCCCC[C@H](C)Oc3ccc(NC(=O)Nc4ccc(C(F)(F)F)cc4)cc3C(=O)N([C@H](C)CO)C[C@H]2C)cc1 was read as NadD block 30*, MT1-MMP act inh 0, Rin1 Abl inh 2, Rpn11 inh inactive, FAS-TE inh 85*, SKN-1 inh 0, Neddylation inh inactive, MLLE-PAM2 inh 8 and CSN inh 0.
CCCCN(C(=O)c1ccc(-c2ccc([N+](=O)[O-])cc2)o1)c1c(N)n(CCCC)c(=O)[nH]c1=O was read as NadD block 9, MT1-MMP act inh -5, Rin1 Abl inh -2, Rpn11 inh inactive, FAS-TE inh 34, SKN-1 inh 10, Neddylation inh inactive, MLLE-PAM2 inh 2 and CSN inh 2.
O=C(O)c1cccc2c1C(=O)c1ccc(-c3ccc(F)cc3F)cc1S2(=O)=O was read as NadD block -4, MT1-MMP act inh 0, Rin1 Abl inh 0, Rpn11 inh inactive, FAS-TE inh -10, SKN-1 inh 1, Neddylation inh inactive, MLLE-PAM2 inh -6 and CSN inh 0.
Screening Cc1cccc(N2C(=O)C(Oc3ccc(Cl)cc3Cl)C2C(=O)O)c1C (centres undefined) returned NadD block 2, MT1-MMP act inh 5, Rin1 Abl inh 1, Rpn11 inh inactive, FAS-TE inh -11, SKN-1 inh 10, Neddylation inh inactive, MLLE-PAM2 inh 23 and CSN inh -14.

The list itself, from the first entry:
COc1ccc(S(=O)(=O)N(C)C[C@@H]2OCCCC[C@H](C)Oc3ccc(NC(=O)Nc4ccc(C(F)(F)F)cc4)cc3C(=O)N([C@H](C)CO)C[C@H]2C)cc1 was read as NadD block 30*, MT1-MMP act inh 0, Rin1 Abl inh 2, Rpn11 inh inactive, FAS-TE inh 85*, SKN-1 inh 0, Neddylation inh inactive, MLLE-PAM2 inh 8 and CSN inh 0.
CCCCN(C(=O)c1ccc(-c2ccc([N+](=O)[O-])cc2)o1)c1c(N)n(CCCC)c(=O)[nH]c1=O was read as NadD block 9, MT1-MMP act inh -5, Rin1 Abl inh -2, Rpn11 inh inactive, FAS-TE inh 34, SKN-1 inh 10, Neddylation inh inactive, MLLE-PAM2 inh 2 and CSN inh 2.
O=C(O)c1cccc2c1C(=O)c1ccc(-c3ccc(F)cc3F)cc1S2(=O)=O was read as NadD block -4, MT1-MMP act inh 0, Rin1 Abl inh 0, Rpn11 inh inactive, FAS-TE inh -10, SKN-1 inh 1, Neddylation inh inactive, MLLE-PAM2 inh -6 and CSN inh 0.
Screening Cc1cccc(N2C(=O)C(Oc3ccc(Cl)cc3Cl)C2C(=O)O)c1C (centres undefined) returned NadD block 2, MT1-MMP act inh 5, Rin1 Abl inh 1, Rpn11 inh inactive, FAS-TE inh -11, SKN-1 inh 10, Neddylation inh inactive, MLLE-PAM2 inh 23 and CSN inh -14.
Screening CC(C)C(OC(=O)c1cccs1)C(=O)NCc1ccccc1 (centres undefined) returned NadD block -9, MT1-MMP act inh -2, Rin1 Abl inh 1, Rpn11 inh inactive, FAS-TE inh -8, SKN-1 inh -4, Neddylation inh inactive, MLLE-PAM2 inh -4 and CSN inh -6.
Screening CC(=O)Nc1ccc(S(=O)(=O)NCC(=O)NNC(=O)COc2c(C)cccc2C)cc1 returned NadD block -2, MT1-MMP act inh 3, Rin1 Abl inh 2, Rpn11 inh inactive, FAS-TE inh -4, SKN-1 inh 4, Neddylation inh inactive, MLLE-PAM2 inh 0 and CSN inh -4.
For CNc1ncnc2c1ncn2[C@H]1CN(CCN2CCOCC2)C[C@@H](CO)O1 the results were NadD block 6, MT1-MMP act inh 2, Rin1 Abl inh -2, Rpn11 inh inactive, FAS-TE inh -7, SKN-1 inh 14, Neddylation inh inactive, MLLE-PAM2 inh -2 and CSN inh -7.
COc1cccc(C(CNC(=O)C(c2ccccc2)c2ccccc2)N(C)C)c1 (centres undefined) was read as NadD block 0, MT1-MMP act inh -3, Rin1 Abl inh 0, Rpn11 inh inactive, FAS-TE inh -4, SKN-1 inh 0, Neddylation inh inactive, MLLE-PAM2 inh -20 and CSN inh -4.
Cc1cccnc1NC(=O)Cn1nc([N+](=O)[O-])cc1C was read as NadD block -2, MT1-MMP act inh 3, Rin1 Abl inh 0, Rpn11 inh inactive, FAS-TE inh -4, SKN-1 inh -11, Neddylation inh inactive, MLLE-PAM2 inh 11 and CSN inh -1.
Cc1ccc(NC(=S)Nc2ccc3[nH]c(=O)[nH]c3c2)cc1C was read as NadD block -7, MT1-MMP act inh 0, Rin1 Abl inh 0, Rpn11 inh inactive, FAS-TE inh -6, SKN-1 inh 2, Neddylation inh inactive, MLLE-PAM2 inh 43* and CSN inh 1.
Screening CCN(CC)Cc1cc(C(C)=O)ccc1O returned NadD block 7, MT1-MMP act inh 1, Rin1 Abl inh -2, Rpn11 inh inactive, FAS-TE inh -6, SKN-1 inh -9, Neddylation inh inactive, MLLE-PAM2 inh -9 and CSN inh 2.
For Cc1ccc(-c2c3c(=O)n(C)c(=O)n(C)c3cn2-n2cnnc2)cc1 the results were NadD block -1, MT1-MMP act inh 3, Rin1 Abl inh 1, Rpn11 inh inactive, FAS-TE inh -8, SKN-1 inh -12, Neddylation inh inactive, MLLE-PAM2 inh -4 and CSN inh 3.
`C/C(Cl)=C/Cn1c(SCc2ccc(Cl)cc2)nc2c1c(=O)[nH]c(=O)n2C` gave NadD block 6, MT1-MMP act inh -4, Rin1 Abl inh 0, Rpn11 inh inactive, FAS-TE inh -7, SKN-1 inh 13, Neddylation inh inactive, MLLE-PAM2 inh 30 and CSN inh -3.
Screening Cc1cccc(-n2c(=O)c3c(C)c(C)sc3n(CC(N)=O)c2=O)c1 returned NadD block -5, MT1-MMP act inh 1, Rin1 Abl inh -3, Rpn11 inh inactive, FAS-TE inh -1, SKN-1 inh 1, Neddylation inh inactive, MLLE-PAM2 inh 0 and CSN inh 0.
For CC(Sc1nc2c(c(=O)[nH]1)CCCC2)C(=O)Nc1ccc(Br)cn1 (centres undefined) the results were NadD block 4, MT1-MMP act inh 9, Rin1 Abl inh -2, Rpn11 inh inactive, FAS-TE inh 1, SKN-1 inh 4, Neddylation inh inactive, MLLE-PAM2 inh 4 and CSN inh 6.
For COC(=O)N1C(=O)[C@@](c2ccc(OC)cc2)(C(C)C)N1C(=O)OC the results were NadD block 1, MT1-MMP act inh -6, Rin1 Abl inh 0, Rpn11 inh inactive, FAS-TE inh -6, SKN-1 inh 0, Neddylation inh inactive, MLLE-PAM2 inh 12 and CSN inh -2.
`CC1(c2nnnn2Cc2ccccc2)CCC(=O)N1c1ccc(N2CCOCC2)cc1` (centres undefined) gave NadD block 0, MT1-MMP act inh 3, FAS-TE inh -6, SKN-1 inh -11, Neddylation inh inactive and CSN inh -1.
O=C(CNC(=O)c1cccc([N+](=O)[O-])c1)OCCCC(=O)c1ccc(F)cc1 was read as NadD block -2, MT1-MMP act inh -2, Rin1 Abl inh 2, Rpn11 inh inactive, FAS-TE inh 18, SKN-1 inh 1, Neddylation inh inactive, MLLE-PAM2 inh 1 and CSN inh -5.
Screening COc1ccc2c(C)nc(N/C(N)=N/S(=O)(=O)c3ccc(C)cc3)nc2c1 returned NadD block 15, MT1-MMP act inh 3, Rin1 Abl inh -2, Rpn11 inh inactive, FAS-TE inh 31, SKN-1 inh 7, Neddylation inh inactive, MLLE-PAM2 inh -10 and CSN inh -4.
Screening CCCOc1ccc(/C(O)=C2/C(=O)C(=O)N(CCN(C)C)C2c2ccco2)cc1 (centres undefined) returned NadD block -2, MT1-MMP act inh 1, Rin1 Abl inh -1, Rpn11 inh inactive, FAS-TE inh -6, SKN-1 inh 5, Neddylation inh inactive, MLLE-PAM2 inh -4 and CSN inh 1.
Cn1c(Nn2cnnc2)nc2ccccc21 was read as NadD block 0, MT1-MMP act inh -2, Rin1 Abl inh 2, Rpn11 inh inactive, FAS-TE inh -5, SKN-1 inh 14, Neddylation inh inactive, MLLE-PAM2 inh -2 and CSN inh -4.
For Cc1ccc(S(=O)(=O)N2CCCCC2)cc1C(=O)NCCN1CCOCC1 the results were NadD block 2, MT1-MMP act inh -1, Rin1 Abl inh 1, Rpn11 inh inactive, FAS-TE inh -14, SKN-1 inh -10, Neddylation inh inactive, MLLE-PAM2 inh 1 and CSN inh -3.
For Cc1cc(C)cc(C(=O)O/N=C(\N)c2ccc(Br)cc2)c1 the results were NadD block -4, MT1-MMP act inh 8, Rin1 Abl inh 0, Rpn11 inh inactive, FAS-TE inh 0, SKN-1 inh -21, Neddylation inh inactive, MLLE-PAM2 inh 1 and CSN inh 2.
`c1ccc(-c2nc3c4ccccc4ccn3c2Cc2ccsc2)cc1` gave NadD block -1, MT1-MMP act inh 0, Rin1 Abl inh 0, Rpn11 inh inactive, FAS-TE inh 10, SKN-1 inh 8, Neddylation inh inactive, MLLE-PAM2 inh 0 and CSN inh 9.
`Cc1cc2cc(C)c(NCCNC(=O)c3ccccc3Cl)nc2cc1C` gave NadD block -5, MT1-MMP act inh 3, Rin1 Abl inh 1, Rpn11 inh inactive, FAS-TE inh 14, SKN-1 inh 22, Neddylation inh inactive, MLLE-PAM2 inh -1 and CSN inh 1.
`Cc1nc2ccc(CCO)cc2s1` gave NadD block -1, MT1-MMP act inh 5, Rin1 Abl inh 0, Rpn11 inh inactive, FAS-TE inh -7, SKN-1 inh -8, Neddylation inh inactive, MLLE-PAM2 inh 9 and CSN inh 2.
Screening O=C(NCCC1CCCC1)C1CCC(=O)N(CCCN2CCCC2=O)C1 (centres undefined) returned NadD block -6, MT1-MMP act inh 0, Rin1 Abl inh 0, Rpn11 inh inactive, FAS-TE inh -4, SKN-1 inh 8, Neddylation inh inactive, MLLE-PAM2 inh 5 and CSN inh 0.
Screening CCc1ccc2nc(NC(=O)C3CSC4(C)CCC(=O)N34)sc2c1 (centres undefined) returned NadD block 4, MT1-MMP act inh -2, Rin1 Abl inh 0, Rpn11 inh inactive, FAS-TE inh 5, SKN-1 inh 5, Neddylation inh inactive, MLLE-PAM2 inh -12 and CSN inh 3.
Screening O=[N+]([O-])c1ccc2c(c1)/C(=N\O)c1ccccc1-2 returned NadD block 1, MT1-MMP act inh 1, Rin1 Abl inh 0, Rpn11 inh inactive, FAS-TE inh -30, SKN-1 inh 14, Neddylation inh inactive, MLLE-PAM2 inh 18 and CSN inh 2.
CCCc1[nH]n(-c2nc3ccccc3s2)c(=O)c1C=NCC1CCCO1 (centres undefined) was read as NadD block 11, MT1-MMP act inh 0, Rin1 Abl inh -6, Rpn11 inh inactive, FAS-TE inh -5, SKN-1 inh -5, Neddylation inh inactive, MLLE-PAM2 inh 2 and CSN inh 3.
For Cc1ccc2nc(C(C)(C)C)c(Cc3cccc(F)c3)n2c1 the results were NadD block -3, MT1-MMP act inh 2, Rin1 Abl inh 2, Rpn11 inh inactive, FAS-TE inh 2, SKN-1 inh 16, Neddylation inh active, MLLE-PAM2 inh 1 and CSN inh 3.
Screening COC(=O)N/N=C/c1ccc(OS(=O)(=O)c2ccc(C)cc2)c(OC)c1 returned NadD block -5, MT1-MMP act inh -5, Rin1 Abl inh -2, Rpn11 inh inactive, FAS-TE inh 8, SKN-1 inh 7, Neddylation inh inactive, MLLE-PAM2 inh 1 and CSN inh 5.
For COc1ccc(C)cc1NC(=O)CN1C(=O)C2CC=CCC2C1=O (centres undefined) the results were NadD block 4, MT1-MMP act inh -2, Rin1 Abl inh 0, Rpn11 inh inactive, FAS-TE inh -4, SKN-1 inh 1, Neddylation inh inactive, MLLE-PAM2 inh 8 and CSN inh 3.

Screening results as filed in PubChem.
